ROMK mod = human ROMK K+ channel modulation, primary screen; P48048; Tet-inducible ROMK, thallium flux fluorescence; actives lie on both sides; B-score at 10 µM; hit rate 2% among 130,000;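 active means signal ratio slope over the read window, or its plate-corrected B-score, at least 3 SD from the plate mean, either direction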;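 further: B-score of the F/F0 ratio slope over 7 to 12 s after thallium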
TNAP act hiacc = activators of human TNAP at high phosphate acceptor concentration; P05186; purified TNAP, CDP-star luminescence, 1 M DEA, 30 min; active compounds read high; 0 = EDTA background, 1 = DMSO-only activity; activation factor at 20 µM; 200,000 tested, under 10 active; AID 1136;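 active means activation factor at least 2 at 20 µM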
Target sequence (P05186 whole entry, looked up): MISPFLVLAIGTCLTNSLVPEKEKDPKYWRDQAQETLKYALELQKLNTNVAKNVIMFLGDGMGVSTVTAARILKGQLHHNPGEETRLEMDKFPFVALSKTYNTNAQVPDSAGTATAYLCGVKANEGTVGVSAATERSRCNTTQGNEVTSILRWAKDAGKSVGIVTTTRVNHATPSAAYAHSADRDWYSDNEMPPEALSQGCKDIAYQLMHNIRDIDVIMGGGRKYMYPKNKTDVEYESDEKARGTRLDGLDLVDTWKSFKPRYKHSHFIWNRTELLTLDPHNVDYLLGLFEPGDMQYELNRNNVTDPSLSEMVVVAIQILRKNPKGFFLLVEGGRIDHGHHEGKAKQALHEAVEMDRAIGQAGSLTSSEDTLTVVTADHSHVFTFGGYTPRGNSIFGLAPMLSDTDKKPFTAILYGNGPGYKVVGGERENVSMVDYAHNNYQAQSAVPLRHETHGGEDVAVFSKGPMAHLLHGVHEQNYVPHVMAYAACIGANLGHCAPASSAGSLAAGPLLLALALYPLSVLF
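Test system – human TNAP · Doses – 20 µM single point · Incubation – 30 min, room temperature · Signal – luminescent substrate turnover signal · Read-out basis – activation factor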
STAT1 blocker = STAT1 signaling inhibition; inhibition, % at 5.5 µM; AID 920; NIH 3T3 STAT1-luciferase reporter, IFN-gamma, luminescence; hit rate 0.35% among 200,000;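 active means inhibition above a set limit, the mean inhibition across all tested compounds plus 3 SD, cut at about 34% in these data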;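 further: 0% = IFN-gamma with DMSO and 100% = IFN-gamma with 300 µM nifuroxazide; values of inactives mirror those of a sister screen read the other way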
bIAP activator = increases bovine intestinal alkaline phosphatase activity. purified bovine IAP, CDP-star luminescence, 30 min; active compounds read high; fold of DMSO-control signal, blank-subtracted. hit rate 0.17% among 200,000. activation factor at 20 µM;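 active means activation factor of 2 or more at 20 µM, a signal rise over negative controls twice the positive control's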
PPARg SRC-3 ag = PPARgamma-driven SRC-3 recruitment agonism | activation, % at 8 µM | biochemical PPARgamma/SRC-3 coactivator recruitment assay | P37231 | hit rate 0.26% among 200,000; in the data active means activation above about 23%;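 further: 0% = DMSO and 100% = reference agonist; some compounds past the cut are filed as inactive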
Target sequence (P37231 whole entry, looked up): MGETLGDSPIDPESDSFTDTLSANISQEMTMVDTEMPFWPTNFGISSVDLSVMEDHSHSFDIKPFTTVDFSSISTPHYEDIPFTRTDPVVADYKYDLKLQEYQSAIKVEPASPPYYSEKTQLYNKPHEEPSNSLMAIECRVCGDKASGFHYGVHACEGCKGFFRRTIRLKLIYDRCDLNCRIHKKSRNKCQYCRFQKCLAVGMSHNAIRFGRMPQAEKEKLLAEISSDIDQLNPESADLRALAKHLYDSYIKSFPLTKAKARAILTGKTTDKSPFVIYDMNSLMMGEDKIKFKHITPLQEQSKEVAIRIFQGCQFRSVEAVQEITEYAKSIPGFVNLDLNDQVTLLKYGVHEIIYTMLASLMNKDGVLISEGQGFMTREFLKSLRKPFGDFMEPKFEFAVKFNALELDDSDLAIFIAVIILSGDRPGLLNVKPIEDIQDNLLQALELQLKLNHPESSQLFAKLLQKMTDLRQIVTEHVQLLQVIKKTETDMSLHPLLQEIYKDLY
TR-FRET SRC-2 ct = TR-FRET artefact, counter-screen to PPARgamma/SRC-2 agonist assay. hit rate 0.4% among 200,000. TR-FRET ratio at 8 µM. active compounds read high; in the data active means TR-FRET ratio above about 2000; further: inactives centre near 1500
PPARg SRC2 recr = PPARgamma-driven SRC-2 recruitment agonism. P37231. PPARgamma LBD-SRC-2 recruitment, biochemical. activation, % at 8 µM. hit rate 0.34% among 200,000. AID 1032; in the data active means activation above about 22%;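 further: 0% = vehicle and 100% = reference agonist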
STAT3 inh = inhibitors of IL-6 induced STAT3 signaling. U3A cells, IL-6 STAT3-luciferase reporter, luminescence; host cell line lacks STAT1. inhibition, % at 5.5 µM. hit rate 0.89% among 190,000. AID 862;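 active means inhibition above the mean inhibition across all screened compounds plus 3 SD, cut at about 44% in these data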;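 further: 0% = DMSO only wells and 100% = 100 µM nifuroxazide control wells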
PPARg SRC1 recr = agonists of human PPARgamma SRC-1 coactivator recruitment; hit rate 0.41% among 200,000; AID 631; P37231; activation, % at 8 µM; PPARgamma-SRC-1 coactivator recruitment biochemical assay; in the data active means activation above about 19%;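 further: 0% = DMSO and 100% = reference agonist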
bIAP inh = blocks bovine intestinal alkaline phosphatase activity; AID 1019; purified bovine IAP, CDP-star luminescence, 30 min; inhibition, % at 20 µM; 190,000 tested, under 10 active;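 active means over 50% inhibition of intestinal alkaline phosphatase at 20 µM in the single-dose screen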
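System: Purified bovine intestinal alkaline phosphatase (IAP) enzyme | Input: IAP diluted 1/65,000,000 in the well | Also added: CDP-star chemiluminescent phosphatase substrate, 30 µM final | Dosing: 20 µM single dose | Times: Enzyme reaction for 30 min at room temperature | Detection: Luminescence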
STAT3 activator = increases IL-6 driven STAT3 reporter signal; AID 871; hit rate 0.91% among 190,000; activation (% of control), % at 5.6 µM; U3A cells, IL-6 STAT3-luciferase reporter, luminescence; 100% = signal with IL-6 EC80 alone;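 active means activation above the screen-wide mean of compound activation plus 3 SD, cut at about 130% in these data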;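 further: 0% = background luminescence of wells with medium and substrate only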
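system = STAT3-luciferase reporter U3A cells | reagent = IL-6 stimulus at 33 ng/mL final | timing = 1 h compound pre-exposure, 6 h IL-6 stimulation, 37 °C | measured by = luminescence | evaluation = % activation versus median of IL-6-stimulated wells | control set = IL-6-only wells as 100% reference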
* hit, by the source's call; . = no result given; & = joins results of further samples.

SMILES	ROMK mod	TNAP act hiacc	STAT1 blocker	bIAP activator	PPARg SRC-3 ag	TR-FRET SRC-2 ct	PPARg SRC2 recr	STAT3 inh	PPARg SRC1 recr	bIAP inh	STAT3 activator
NC(=O)c1cccnc1Sc1ccc(Cl)cc1	0.75	1	9	1.1	-1	1477	-7	10	1	-9	94
O=C(Cn1cnc2ccccc21)N/N=C/c1ccccn1	.	1	4	1.2	-14	1466	-5	5	-6	-24	106
CC1(C)CC(=O)C(=C2SCCCS2)C(=O)C1	0.93	1	0	0.9	1	1443	3	-4	3	10	102
COC(=O)C1CC(=O)N(CCc2c[nH]c3ccccc23)C1 (stereo unspecified)	2.2	1.1	4	1	-3	1458	10	-22	5	-2	126
O=S(=O)(Nc1ccc(Cc2ccncc2)cc1)N1CCCC1	-0.62	1	-5	1	4	1477	-5	2	-2	4	101
COc1ccc(CNC(=O)[C@H](C)[C@@H]2C[C@@]2(C)[C@@H](NC(=O)OCc2ccccc2)c2ccccc2)cc1OC	-0.67	1.1	5	1.2	4	1612	12	-2	8	-21	99
COc1cc(/C=N/NC(=O)c2cccnc2)ccc1OCC(=O)Nc1c(C)cc(C)cc1C	0.34	1	-11	1.1	2	1333	-4	-5	-8	-6	104
CCCNC(=O)C(NS(=O)(=O)c1ccc2c(c1)c(=O)n(C)c(=O)n2C)c1ccccc1 (stereo unspecified)	.	1.1	6	1	-2	1511	-2	8	5	-1	100
COC(=O)C1=C(C)OC(N)=C(C#N)C1c1ccc(OC)c(OC)c1OC (stereo unspecified)	0.69	1	-3	0.9	-3	1547	7	5	-1	13	99
COc1cc2cc(CN(Cc3cccs3)C(=S)Nc3ccc(C)cc3)c(=O)[nH]c2cc1OC	0.75	1	-8	1	3	1422	4	-9	-6	-1	117
Cn1c(Cn2nnc3ccccc32)nnc1SCC(=O)NCc1ccc2c(c1)OCO2	.	1.1	-6	1	-1	1577	-4	2	-1	4	104
CC(=O)Nc1nnc(-c2ccccn2)o1	.	1	5	1	1	1677	-1	8	8	-4	95
CCOCCCNC(=O)C1CC(=O)N(C2CCCC2)C1 (stereo unspecified)	0.46	1	9	1	12	1674	2	7	3	1	97
CCOC(=O)CSc1nnc2n(Cc3ccccc3)c(=O)c3c4c(sc3n12)CCC4	.	1.1	-3	1	4	1490	3	13	2	2	92
O=[N+]([O-])c1cc(/C=N/O)ccc1Sc1ccccc1	0.65	1	9	0.9	-3	1568	-6	-10	-1	13	109
CCN(CC)S(=O)(=O)c1ccc(N2CCOCC2)c(NC(=O)c2cc(C)cc(C)c2)c1	.	1	7	0.3	-2	1595	-1	2	-4	.	98
Cn1cnnc1SCC(=O)N(Cc1ccc2c(c1)OCO2)C1(C(=O)NC2CCCCC2)CCCC1	.	1	3	1.2	2	1593	2	10	7	-20	97
COc1ccc(C(=O)O/N=C(\N)Cc2ccc(Cl)c(Cl)c2)cc1OC	-0.87	0.9	-5	0.9	-2	1552	3	9	-5	13	92
Cc1cc(C)cc(CSCC(=O)NN=C2CCCCCC2)c1	-0.34	1.1	-1	0.9	-1	1598	4	-17	1	7	112
Cc1ccccc1C(OCC(O)CN1CCCCC1CCO)c1ccccc1 (stereo unspecified)	-4.2*	1.1	2	1.4	-10	1425	-3	4	0	-38	100

Shown with bars between the fields: entries from further up.
canonical_smiles | ROMK mod | TNAP act hiacc | STAT1 blocker | bIAP activator | PPARg SRC-3 ag | TR-FRET SRC-2 ct | PPARg SRC2 recr | STAT3 inh | PPARg SRC1 recr | bIAP inh | STAT3 activator
COc1cc(/C=N/NC(=O)c2cccnc2)ccc1OCC(=O)Nc1c(C)cc(C)cc1C | 0.34 | 1 | -11 | 1.1 | 2 | 1333 | -4 | -5 | -8 | -6 | 104
COc1ccc(CNC(=O)[C@H](C)[C@@H]2C[C@@]2(C)[C@@H](NC(=O)OCc2ccccc2)c2ccccc2)cc1OC | -0.67 | 1.1 | 5 | 1.2 | 4 | 1612 | 12 | -2 | 8 | -21 | 99

Additional records:
SMILES	ROMK mod	TNAP act hiacc	STAT1 blocker	bIAP activator	PPARg SRC-3 ag	TR-FRET SRC-2 ct	PPARg SRC2 recr	STAT3 inh	PPARg SRC1 recr	bIAP inh	STAT3 activator
CC(=O)Oc1cc2oc(=O)cc(C)c2cc1OC(C)=O	0.54	0.9	1	1	1	1627	9	-4	4	3	107
Cc1ccc(CN2CCSc3ccc(C(=O)NCc4ccccn4)cc32)cc1	.	1	-8	1.2	3	1560	2	-4	7	-18	104
CCN(CC)S(=O)(=O)c1ccc2c(c1)nc(CCC(=O)O)n2CC	1.2	1.1	-5	0.9	3	1412	4	-5	0	6	105
Cc1ccc(C)c(NC(=O)c2cc(-c3cccnc3)nc3ccccc23)c1	-0.47	1	0	1.1	-2	1594	-4	0	-1	-9	106
Cn1c(SCC(=O)NCCNC(=O)CSc2nnc(C(F)(F)F)n2C)nnc1C(F)(F)F	-0.13	1	-6	0.9	4	1639	5	-18	4	7	115
Cc1cc(Cl)ccc1OCC(=O)NCC(=O)N/N=C/c1ccco1	-1.3	1	-4	1.1	4	1700	4	12	5	-5	92
COc1ccc(CCc2nc(C)ccc2O)cc1	-0.064	1&1	7&1	0.6&0.9	9&3	1570&1448	9&5	-8&-3	-2&-1	35&13	102&102
Oc1cccc(/C=N/Nc2ncnc3c2ncn3Cc2ccccc2)c1	0.68	1	9	0.9	5	1884	4	-1	9	11	101
Cc1ccc(-c2cc(C(=O)O)n[nH]2)o1	0.47	1.1	6	0.6	2	1482	1	-1	-5	43	105
CCC(=O)N1CCN(CCN=CC2=C(O)CC(c3cccs3)CC2=O)CC1 (stereo unspecified)	0.84	1	-5	0.9	9	1681	-2	2	10	8	102
CC(C)Sc1cc(N2CCOCC2)nc(-c2ccccc2)n1	0.77	1	4	1	-2	1660	4	6	0	2	95
O=C1CC(NCc2ccncc2)C(=O)N1c1ccc(Cl)cc1 (stereo unspecified)	0.53	1	-3	0.9	3	1687	6	4	1	5	100
Cc1ccccc1OCc1nnc(SC(C)C(=O)O)n1Cc1ccccc1 (stereo unspecified)	.	1	5	0.9	4	1865	2	7	-5	9	98
Cc1ccc(-n2nnc3c(=O)n(CC(=O)c4ccccc4)cnc32)cc1	.	1	-8	0.9	4	1792	2	10	12	14	99
Cc1cccc(C(=O)c2cccc(C)c2)c1	0.3	1.1	-3	1.1	-4	1364	-1	-1	-6	-12	99
CCC(C)c1ccc(NC(=O)CSc2nncn2N)cc1 (stereo unspecified)	.	1	-5	0.9	4	1416	0	-2	3	10	103
O=C(Nc1ncc2c(n1)CC(c1ccco1)CC2=O)c1ccccc1 (stereo unspecified)	.	1	7	0.8	3	1509	7	-5	-1	21	105
COc1cc(/C=N/NC(=O)c2ccc(N(C)S(=O)(=O)c3ccccc3)cc2)cc(OC)c1OC	0.43	1	-6	0.9	0	1699	3	-20	-1	10	115
Cc1cc(=O)oc2cc(OS(C)(=O)=O)ccc12	0.31&1.3	1	0	0.7	2	1575	3	4	5	34	99
Cc1cc(C)c(C(=O)/C=C/c2cccc3ccccc23)c(=O)[nH]1	-1.8	1	33	1.1	6	1527	0	11	6	-9	91

Next section (2 carried over from the part before).
SMILES	ROMK mod	TNAP act hiacc	STAT1 blocker	bIAP activator	PPARg SRC-3 ag	TR-FRET SRC-2 ct	PPARg SRC2 recr	STAT3 inh	PPARg SRC1 recr	bIAP inh	STAT3 activator
Cc1cc(=O)oc2cc(OS(C)(=O)=O)ccc12	0.31&1.3	1	0	0.7	2	1575	3	4	5	34	99
Cc1cc(C)c(C(=O)/C=C/c2cccc3ccccc23)c(=O)[nH]1	-1.8	1	33	1.1	6	1527	0	11	6	-9	91
CCN1CCCC1CNC(=O)C(=O)Nc1ccc(OC)cc1 (stereo unspecified)	1.5	1	-2	1.1	-9	1351	-8	5	-15	-5	102
CCC1Oc2ccccc2N(CC(=O)NCCN2C(C)CCCC2C)C1=O (stereo unspecified)	-0.97	1	4	1	-2	1602	-7	-16	-5	4	117
COCCNC(=S)N1CCc2cc(OC)c(OC)cc2C1COc1cc(C)cc(C)c1 (stereo unspecified)	.	1.1	5	1	5	1703	13	0	10	0	99
COc1ccc(-n2c(CSc3nc(C)cc(C)n3)nnc2SCC(=O)Nc2nccs2)cc1	-0.35	1.1	-2	1	2	1666	3	1	3	2	103
COc1ccccc1-n1c(-c2ccccc2)c[nH]c1=S	0.38	1	-7	1.2	9	1231	2	1	-6	-24	99
CC(=O)Nc1ccc(NC2=C/C(=N/S(=O)(=O)c3cccs3)c3ccccc3C2=O)cc1	-0.35	0.8	90*	1	12	1457	-1	66*	2	1	46
COC(=O)c1ccc(C(=O)OC)c(NC(=S)N2CCCCC2C)c1 (stereo unspecified)	0.44	1	7	0.9	0	1352	-6	14	-8	10	88
O=C(COc1ccccc1)NC(=S)Nc1ccc2c3c(cccc13)CC2	0.08	1	4	0.5	25	1699	1	10	12	48	93
CCOC(=O)c1[nH]c(C)c(C(=O)OCC)c1C	.	1	-18	1	-10	1439	-4	10	0	-3	99
N=C1CCCN1CC(=O)c1ccc(Br)cc1	.	1	-26	0.9	-2	1521	-4	-3	0	10	105
OCCC1CN(Cc2c(F)cccc2Cl)CCN1C1CCCC1 (stereo unspecified)	-1.1	1	-6	1.1	0	1621	4	1	-1	-13	103
C/C(=N/NC(=O)c1cccnc1)C1=C(O)CC(C)(C)CC1=O	-0.33	1	-3	1	3	1844	5	6	4	3	96
Cc1cc(C)c(S(=O)(=O)N2CCC(C(=O)NCc3ccc(Cl)cc3Cl)CC2)c(C)c1	-0.88	1.1	7	1.3	3	1538	4	13	1	-33	93
O=C(c1c[nH]c2ccccc12)N1CCN(c2ccccc2)CC1	0.09	1	-7	1	0	1554	0	15	7	2	89
O=C(Oc1ccc([N+](=O)[O-])cc1)c1ccc(Cl)c(S(=O)(=O)N2CCCCC2)c1	0.57	1	-6	1	-1	1393	-9	-15	-10	-2	110
O=c1oc(-c2ccccc2)nc2sc3c(c12)CCCC3	0.019	1	-39	0.9	13	1662	3	-12	5	5	110
O=C(Nc1ccccn1)Nc1cccs1	0.098	1	-36	1	-6	1400	-6	16	-2	2	89
CC1Cc2cc(/C(O)=C3/C(=O)C(=O)N(CCCn4ccnc4)C3c3ccco3)ccc2O1 (stereo unspecified)	.	1.1	-35	1	8	1572	3	8	0	-2	97
CCN(CC)S(=O)(=O)c1cccc2cc(C(=O)O)c(O)cc12	0.0014	1.1	6	1.1	-1	1415	8	8	-2	-5	95
C=CCNC(=S)NNC(=O)C(CCCC)CC(C)(C)O (stereo unspecified)	.	1	-5	1	12	1668	-8	-7	6	-1	108
COc1ccc(-c2noc(CCC(=O)N3CCN(c4cccc(C(F)(F)F)c4)CC3)n2)cc1	-0.73	1	3	1	0	1664	-1	7	0	4	99
O=C(O)c1ccccc1Nc1cccc(C(F)(F)F)c1	.	1	-3	0.9	-5	1424	-8	-3	5	13	105
COc1ccc(Nc2nc3ccc(C)cc3cc2C#N)c(OC)c1	.	1	6	1.3	4	1434	1	3	-2	-35	94

Screening data: PubChem BioAssay, several laboratories

Outcome played no part in choosing rows, and some 3.7% of all compounds hit somewhere here.
